Jurkat NFkB inh: inhibitors of induced NF-kB luciferase reporter, primary screen, TCR NF-kB activation inhibitor project, cell-based, luminescence, uHTS; Jurkat, PMA/ionomycin-induced NF-kB luciferase reporter; inhibition, % at 4 µM; 0.53% of 330,000 active; AID 435003, 2010
SENP8 block: SENP8 protease inhibitors, primary screen, biochemical, luminescence | Sentrin-specific protease 8 (Homo sapiens), Q96LD8 | inhibition, % at 10 µM | 1.2% of 330,000 active | AID 2540, 2010 | purified SENP8, Z-RLRGG-aminoluciferin cleavage
Target sequence (Q96LD8 whole entry, looked up): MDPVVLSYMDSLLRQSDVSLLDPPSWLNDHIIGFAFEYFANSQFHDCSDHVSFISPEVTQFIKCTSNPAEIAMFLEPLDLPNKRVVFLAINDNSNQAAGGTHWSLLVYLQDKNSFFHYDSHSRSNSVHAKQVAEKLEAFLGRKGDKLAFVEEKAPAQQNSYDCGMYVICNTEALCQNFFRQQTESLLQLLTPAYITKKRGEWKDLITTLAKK
Apaf1 inhib: inhibitors of human Apaf-1 apoptosome, primary screen, biochemical, DEVD-Rh110 fluorescence, uHTS. AID 489030, 2010. inhibition, % at 20 µM. reconstituted apoptosome caspase-3 activity. 0.71% of 330,000 active; active means inhibition of at least 40% at 20 µM;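 further: plate controls were DMSO wells for no effect and DEVD-CHO caspase inhibitor wells for full effect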
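Material: reconstituted apoptosome with Apaf-1, cytochrome c, caspase-9, procaspase-3, dATP. Technique: Rh110 fluorescence intensity. Buffer or medium: pH 7.5 Hepes buffer with CHAPS, BSA, DTT. Times: 30 min plus 50 min, RT.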
697 NFkB inh: inhibitors of PMA/ionomycin-induced NF-kB reporter, 697 cells, primary screen, B-cell NF-kB inhibitor project, cell-based, luminescence, uHTS. inhibition, % at 4 µM. 0.33% of 330,000 active. 697 B-cell NF-kB luciferase reporter, 16 h. AID 435022, 2010; in the data active means inhibition above about 35%
UBC13 polyUb: UBC13 polyubiquitin chain formation inhibitors, primary screen, biochemical, TR-FRET, uHTS; inhibition, % at 20 µM; 0.47% of 330,000 active; AID 485273, 2010; in the data active means inhibition above about 45%, passing the limit was not always enough; inconclusive means no clear call, values can overlap the other calls
Target sequence (P61088 whole entry, looked up): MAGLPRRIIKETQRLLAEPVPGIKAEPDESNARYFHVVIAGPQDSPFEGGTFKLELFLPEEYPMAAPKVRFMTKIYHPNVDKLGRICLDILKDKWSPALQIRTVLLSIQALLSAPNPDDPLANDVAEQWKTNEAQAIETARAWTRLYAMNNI
EBI2 block: EBI2 receptor antagonists, beta-arrestin recruitment, primary screen, cell-based, luminescence, 7a,25-OHC stimulation, uHTS; 0.81% of 360,000 active; G-protein coupled receptor 183 (Homo sapiens), P32249; 7a,25-OHC stimulated; inhibition, % at 5 µM; in the data active means inhibition above about 38%;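 further: enzyme fragment complementation signal reports receptor beta-arrestin coupling in cells; 0% = agonist plus DMSO wells and 100% = wells without agonist; some results beyond the cut were filed as inactive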
CCR6 antagonist: CCR6 receptor antagonists, primary screen, cell-based, CHO-K1, luminescence, beta-arrestin, uHTS | 0.49% of 340,000 active | AID 493098, 2011 | CHO-K1 CCR6 PathHunter beta-arrestin, CCL20-stimulated | inhibition, % at 20 µM | C-C chemokine receptor type 6 (Homo sapiens), P51684;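 active means compounds whose inhibition of the agonist-driven luminescence signal at 20 µM reaches about 50%, limit read from the data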;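 further: cells stimulated with CCL20 at 14 nM final; plate controls were DMSO with CCL20 for no effect and DMSO without agonist for full effect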
Target sequence (P51684 whole entry, looked up): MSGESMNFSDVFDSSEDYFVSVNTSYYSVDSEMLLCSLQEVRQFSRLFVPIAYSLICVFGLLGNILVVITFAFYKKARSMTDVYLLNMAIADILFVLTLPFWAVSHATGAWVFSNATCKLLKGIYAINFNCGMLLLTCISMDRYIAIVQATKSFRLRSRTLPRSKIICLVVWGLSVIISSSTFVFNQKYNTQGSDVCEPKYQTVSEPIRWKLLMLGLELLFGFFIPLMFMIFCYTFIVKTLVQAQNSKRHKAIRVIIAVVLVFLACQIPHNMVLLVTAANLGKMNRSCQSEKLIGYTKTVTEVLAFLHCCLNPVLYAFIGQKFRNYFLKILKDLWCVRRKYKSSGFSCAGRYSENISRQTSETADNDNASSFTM
Gli-Sufu block: Gli-Sufu pathway antagonists, primary screen, luciferase luminescence, Sufu-KO-LIGHT cells, uHTS | Sufu-KO-LIGHT fibroblasts, Gli luciferase reporter luminescence | inhibition, % at 5 µM | 0.74% of 340,000 active | AID 588413, 2011;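 active means inhibition above about 55%, limit read from the data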;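 further: 0% = DMSO-treated cells and 100% = wells with medium but no cells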
* = called active by the depositor; ? = inconclusive; / = no result given; & = joins results of further samples. Unless noted, no stated cut-off is given here; in the data, active means inhibition above about 50%; inactive means the rest. These rows are one share of the data; count on the stated rates, not on these rows.

smiles,Jurkat NFkB inh,SENP8 block,Apaf1 inhib,697 NFkB inh,UBC13 polyUb,EBI2 block,CCR6 antagonist,Gli-Sufu block
COc1ccc([C@@H]2CC(=O)c3c(O)cc(O[C@@H]4O[C@H](CO[C@@H]5O[C@@H](C)[C@H](O)[C@@H](O)[C@H]5O)[C@@H](O)[C@H](O)[C@H]4O)cc3O2)cc1O,2,4,-17,4,1,-2,9,0
Cc1ccccc1NC(=O)CCCCCN1C(=O)[C@@H]2Cc3ccccc3CN2C1=O,17,-3,2,-6,0,4,7,-9
CN(C)S(=O)(=O)c1ccc(C(=O)NCC[N+]2(C)CCCCCC2)o1,-10,-4,4,16,-1,9,6,7
CSc1ccc(/C=C/C(=O)OCC(=O)N2CCN(S(=O)(=O)c3ccc(C)cc3C)CC2)cc1,8,1,5,3,12,18,6,-3
Cc1ccccc1NC(=O)c1cc2ccccc2o1,-109,67*,-10,-13,2,8,9,-73
COc1ccc(S(=O)(=O)NN(C)c2ncc(C(F)(F)F)cc2Cl)cc1,-2,-13,14,-8,-5,-5,7,-2
Cc1ccc2c(c1)N(CCCC(=O)NCc1cccnc1)C(=O)CO2,-1,-12,5,0,-4,-5,-2,2
CCCCc1cc(=O)oc2c(CN(C)C)c(O)c(Cl)cc12,-2,-1,-12,21,20,-4,-5,0

Reprinted at random: three records from the list.
smiles,Jurkat NFkB inh,SENP8 block,Apaf1 inhib,697 NFkB inh,UBC13 polyUb,EBI2 block,CCR6 antagonist,Gli-Sufu block
Cc1ccccc1NC(=O)CCCCCN1C(=O)[C@@H]2Cc3ccccc3CN2C1=O,17,-3,2,-6,0,4,7,-9
Cc1ccc2c(c1)N(CCCC(=O)NCc1cccnc1)C(=O)CO2,-1,-12,5,0,-4,-5,-2,2
CCCCc1cc(=O)oc2c(CN(C)C)c(O)c(Cl)cc12,-2,-1,-12,21,20,-4,-5,0

(cont.)
smiles,Jurkat NFkB inh,SENP8 block,Apaf1 inhib,697 NFkB inh,UBC13 polyUb,EBI2 block,CCR6 antagonist,Gli-Sufu block
O=C(NCc1ccc(F)cc1)c1cc(S(=O)(=O)N2CCCCC2)c[nH]1,11,-14,6,3,3,5,8,5
CCc1cccc2c(C(=O)COC(=O)[C@@H]3CC(O)CN3S(=O)(=O)c3ccccc3[N+](=O)[O-])c[nH]c12 (some centres undefined),5,9,0,5,14,-1,4,-5
CCN(CCn1cccn1)Cc1cn[nH]c1-c1cccc2ccccc12,-3,6,-22,22,3,-5,13,15
COc1ccc(CN2CCN(C(=O)Cn3nc(C)n4cccc4c3=O)CC2)c(OC)c1OC,9,1,-3,6,0,-2,14,-4
COc1ccc(NC(=O)CN(C)C(=O)c2ccc(NS(=O)(=O)c3ccc4[nH]c(=O)[nH]c4c3)cc2)cc1,-7,6,-6,1,-1,10,10,4
O=C(Nc1ccccc1)Nc1nnc(Cc2ccc(F)cc2)s1,-11,-14,1,6,-3,-12,7,5
CSc1ncccc1C(=O)NC1CCCCCCC1,-8,1,1,14,11,6,7,17
Cc1nn(C)cc1S(=O)(=O)N1CCN(c2ccccc2F)CC1,-2,-1,-2,-6,8,2,19,1
Cc1[nH]n(-c2ccc([N+](=O)[O-])cc2)c(=O)c1C=NCCN1CCN(C(=O)C(C)C)CC1,3,62*,-13,13,-4,-1,10,-1
CCN(CC(=O)NCc1ccc(Cl)cc1)CC(=O)Nc1ccc(C(N)=O)cc1,2,1,-6,9,20,-4,7,2
CCn1c(N)c(Br)c(=O)[nH]c1=O,3,4,-3,15,1,-6,-11,-3
COC(=O)C1C(O)=C(C=NC2CCCCC2)C(=O)CC1(C)C (centres undefined),5,9,-12,5,2,-5,6,1
COc1ccc(CN2CCOCC2)c(C)c1C,9,8,-17,24,10,-6,-15,6
COc1ccccc1OC(C)C(=O)N1CCc2ccccc21 (centres undefined),-8,3,7,-30,-12,-1,3,-10
Cc1c(C(=O)c2cccc(F)c2)c2ccccn2c1CCC#N,6,-1,-11,15,2,0,1,-3
Cc1ccc(SCCC(=O)NC(C)(C)C)cc1,-8,-1,3,-16,-1,-11,5,-31
O=C(O)COc1ccccc1/C=N/NC(=O)c1ccc(F)cc1,-3,9,-25,7,-8,-3,7,1
CCOc1ccc(C(=O)NC2CCN(S(C)(=O)=O)CC2)cc1,7,-5,3,2,-1,-8,-2,-10
Nc1nc(Nc2ccccc2)sc1C(=O)c1ccccc1,-3,-1,12,-156,4,18,19,1
O=S(=O)(c1ccc(N2CCN(CCO)CC2)nc1)N1CCCCC1,-14,-8,-4,1,-6,-5,-14,1
Cc1ccc(CNC(=O)CCS(=O)(=O)c2cccc3nsnc23)cc1,-4,-3,2,-10,0,-2,3,2
Cc1oc(-c2cccs2)nc1CN1CCN(C(C)C)C(CCO)C1 (centres undefined),3,4,-4,12,7,3,-3,3
CC(=O)c1ccc(OCCCC(=O)OCC(=O)Nc2c(C)nn(-c3ccccc3)c2C)cc1,2,7,-8,15,-3,-8,8,-7
CC(=O)N1c2ccc(S(=O)(=O)NCC3CCC(C(=O)N4CC(C)CC(C)C4)CC3)cc2CC1C (centres undefined),10,5,10,16,-2,-5,-7,32
COc1ccc(S(=O)(=O)N2CCN(C(=O)CSC(=S)N3CCCC3)CC2)cc1,10,-12,-6,12,4,-6,3,3
Cc1cc(C(=O)NNc2ccc(F)cc2)no1,11,-2,-15,17,3,4,3,1
CC(C)Cn1c(=O)c(C(=O)Nc2ccncc2)c(O)c2ccccc21,17,-1,3,0,?,-8,-9,-11
COC(=O)c1sccc1NC(=S)Nc1ccc(OC)cc1,-4,6,-6,14,?,19,-1,3
CC1CCCN(C(=O)c2ccc(S(=O)(=O)Nc3ccccc3Cl)cc2)C1 (centres undefined),-16,-8,11,-6,-9,9,2,5
O=C(C1CCN(S(=O)(=O)c2cccc3nsnc23)CC1)N1CC=C(c2ccccc2)CC1,-10,-5,20,-34,-14,12,20,-4
CC(=O)c1ccc(NC(=S)Nc2ccc(Br)c(Cl)c2)cc1,7,-10,-6,15,5,-4,5,-4
COc1ccc(CNC(=O)CCCNS(=O)(=O)c2cccc3nonc23)cc1,9,-3,-2,10,3,-22,2,3
CCn1cc(S(=O)(=O)Nc2ccc(Cl)cc2F)cn1,12,-4,3,-6,-4,-13,11,1
CC(=O)c1cccc(NC(=O)c2ccncc2)c1,-5,-5,-20,6,3,-2,-3,2
COCCN1CCN(C(=O)c2cc(COc3cncc(Cl)c3)on2)CC1,8,-2,2,-1,3,-1,12,-4
CC(=O)c1ccc(OCCCC(=O)Nc2cccc(S(=O)(=O)N3CCCCC3)c2)cc1,-6,-10,18,-6,5,1,13,-7
CC[C@]12c3[nH]c4cc(-c5ccco5)ccc4c3CCN1C(=O)[C@@H](CC(=O)NCc1cccc(C(F)(F)F)c1)C[C@@H]2C(=O)N1CCN(C(=O)C2CC2)CC1,/,/,22,0,/,7,17,5
Cc1nnc(NC(=O)Nc2cccc(Cl)c2)s1,-35,26,17,-54,0,10,-29,-44
CCOc1ccc(N(CC(=O)NC2CC3CCC2C3)S(=O)(=O)c2ccccc2)cc1 (centres undefined),16,3,29,11,-6,5,11,-13
CC(=O)Oc1c2occc2cc2ccc(=O)oc12,14,7,-4,11,-4,-6,-7,-4
CCCCNc1c(-c2ccc(SC3CCCCC3)cc2)nc2ccccn12,-178,63*,31,-37,20,19&17,22,-63
O=C(NN1C(=O)/C(=C\c2cccnc2)SC1=S)C(c1ccccc1)c1ccccc1,-2,-2,16,9,-8,-1,0,-12
N#CCSc1nc2c(sc(=S)n2Cc2ccco2)c(=O)n1-c1ccc(F)cc1,-22,-2,13,-16,-20,16,16,11
Cc1ccc(C)c(C(=O)CC2(O)C(=O)Nc3ccccc32)c1 (centres undefined),3,1,4,15,0,-6,1,18
COC(=O)/C(=N/Nc1ccccc1OC)N1CCCc2ccccc21,4,6,8,1,-5,17,21,-2
CCOc1ccc(N/C=C/C(=O)c2ccc(OC)cc2)cc1,-32,-11,-16,-21,-3,12,12,-39
O=C1OCCN/C1=C\C(=O)c1ccc(Cl)cc1,11,-2,-4,18,-4,1,3,5
Cc1ccc(S(=O)(=O)Nc2ccncc2)c(C)c1N(C)S(=O)(=O)c1ccc(Cl)cc1,-1,-8,-3,6,-11,2,-4,-5
COc1ccc(-c2noc(CCC(=O)NCCc3ccccc3)n2)cc1,-18,3,3,-3,1,7,14,-13
COc1ccc(N2C(=O)c3ccc(C(=O)Nc4cc(OC)ccc4OC)cc3C2=O)cc1,-15,-9,18,-17,-13,2,8,/
Nc1cc(-c2ccc(Br)cc2)nn1S(=O)(=O)c1cccc2nsnc12,4,-13,16,-11,0,13,9,6
CC(=O)N1CCN(c2ccc(S(C)(=O)=O)cc2[N+](=O)[O-])CC1,-10,-5,-5,24,-10,-4,2,-1
COc1ccc(C(=O)C2CCN(CC(=O)Nc3cc(C)cc(C)c3)CC2)cc1,-6,-9,13,-6,-8,12,12,-1
Cc1ccc(Oc2ccc(-c3nc(N)nc(N)n3)cc2)cc1,-4,-10,3,-27,11,-2,1,-15
Cc1cc(C)nc(NC(=O)CN2C(=O)c3ccccc3S2(=O)=O)n1,-1,-2,-2,-15,4,-5,3,-4
Cc1nn(Cc2ccccc2Cl)c(Cl)c1C(=O)NCCc1ccccc1,-117,-13,-7,-217,4,9,13,-85
O=C(NCc1ccncc1)C1CCN(S(=O)(=O)c2ccc(Cl)c(C(F)(F)F)c2)CC1,-1,-1,10,3,-3,-22,10,-1
C=CC[C@]12CCc3ccccc3C1N(c1ccc(C(=O)OCC)cc1)C2=O (some centres undefined),1,-4,20,12,-6,17,28,4
COC(=O)c1ccc(/C=C2/SC(=S)N(CCC(=O)NCCCN3CCOCC3)C2=O)cc1,4,-9,-2,-7,-3,2,0,-9
